ALDH1A1 inh: qHTS Assay for Inhibitors of Aldehyde Dehydrogenase 1 (ALDH1A1) | Aldehyde dehydrogenase 1A1 (Homo sapiens), P00352 | Purified ALDH1A1, NADH fluorescence, propionaldehyde substrate | Potency, µM (top dose mostly 75.3 µM), for the others: at the highest dose activity, negative = inhibition, usual class: inhibitors | 220,000 tested, 7.3% active; active means well fitted inhibition curve with a large enough effect, not every such curve was filed as active; inconclusive means small, poorly fitted or top-dose-only effect, or another doubt; inactive means no such curve, though single readings can be large or run the other way;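 further: plate controls were no enzyme wells and a reference inhibitor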
Target sequence (P00352 whole entry, looked up): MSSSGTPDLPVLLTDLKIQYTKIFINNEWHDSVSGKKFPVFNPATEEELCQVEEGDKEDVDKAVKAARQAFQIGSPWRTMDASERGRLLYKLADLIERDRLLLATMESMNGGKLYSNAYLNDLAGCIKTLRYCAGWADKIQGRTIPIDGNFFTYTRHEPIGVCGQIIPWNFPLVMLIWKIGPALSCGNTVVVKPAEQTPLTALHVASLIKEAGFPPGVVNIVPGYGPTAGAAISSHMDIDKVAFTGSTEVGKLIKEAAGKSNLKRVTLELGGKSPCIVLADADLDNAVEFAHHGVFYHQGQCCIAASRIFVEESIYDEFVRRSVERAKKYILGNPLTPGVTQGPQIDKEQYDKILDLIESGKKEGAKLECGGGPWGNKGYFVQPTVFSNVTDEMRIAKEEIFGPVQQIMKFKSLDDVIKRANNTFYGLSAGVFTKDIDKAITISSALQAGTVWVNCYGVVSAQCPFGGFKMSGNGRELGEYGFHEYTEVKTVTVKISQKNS
JMJD2E inh: qHTS Assay for Inhibitors of Human Jumonji Domain Containing 2E (JMJD2E); Lysine-specific demethylase 4E (Homo sapiens), B2RXH2; Potency, µM (series often up to 57.1 µM), without a hit: top-dose activity change, negative = inhibition, actives largely listed as inhibitors; 230,000 tested, 1.6% active; AID 2147, 2009; JMJD2E catalytic domain, FDH-coupled NADH fluorescence (FDH is formaldehyde dehydrogenase); active means well fitted inhibition curve with a large enough effect, not every such curve was filed as active; inconclusive means small, poorly fitted or top-dose-only effect, or another doubt; inactive means no such curve, though single readings can be large or run the other way;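 further: 0% = wells with enzyme and -100% = buffer wells without enzyme; nearly all actives have a fitted effect of over 50% in size; many of its hits are not listed in these tables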
SMN2 splice enh: qHTS Assay for Enhancers of SMN2 Splice Variant Expression. Potency, µM (highest dose often 46.1 µM), inactives show at the top dose activity change, positive = activation, most hits filed as activators. HEK293 SMN2-luciferase splicing reporter, luminescence, 30-36 h. 210,000 tested, 2.8% active; further: % of control where 0% means no effect; nearly all actives have a fitted effect of over 55% in size
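HEK293 cells carry an SMN2 minigene-luciferase reporter in which exon 7 inclusion puts luciferase in frame. Cells were seeded at 2000 cells/well, attached for 10-12 hours, then exposed to compounds for 30-36 hours at 37C before ONE-Glo luminescence.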
RGS12 GoLoco inh: qHTS Assay for Inhibitors of RGS12 GoLoco Motif Activity (Red Fluorophore); Guanine nucleotide-binding protein G(i) subunit alpha-1 (Homo sapiens), P63096; Gai1:RGS12 GoLoco peptide FP, rhodamine, 10 min; Potency, µM (titrated, usually from 61.6 µM), without a hit: at the highest dose activity, negative = inhibition, actives largely listed as inhibitors; 230,000 tested, 0.44% active; active means well fitted inhibition curve with a large enough effect, not every such curve was filed as active; inactive means no such curve, though single readings can be large or run the other way; further: on the % scale 0 is the no-effect control and ±100 the full control effect; nearly all actives have a fitted effect of over 30% in size; many of its hits are not listed in these tables
Target sequence (P63096 whole entry, looked up): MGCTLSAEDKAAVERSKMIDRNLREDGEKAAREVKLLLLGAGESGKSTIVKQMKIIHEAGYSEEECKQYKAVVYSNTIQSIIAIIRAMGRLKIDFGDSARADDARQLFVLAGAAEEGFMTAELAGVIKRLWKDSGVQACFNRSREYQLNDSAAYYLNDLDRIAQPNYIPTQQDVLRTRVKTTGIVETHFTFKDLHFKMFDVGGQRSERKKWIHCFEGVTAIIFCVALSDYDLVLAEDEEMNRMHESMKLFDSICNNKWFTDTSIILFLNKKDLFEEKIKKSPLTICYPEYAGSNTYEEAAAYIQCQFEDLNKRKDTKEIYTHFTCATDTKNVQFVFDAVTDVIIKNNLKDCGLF
TRb-SRC2 inh: qHTS for Inhibitors of the Interaction of Thyroid Hormone Receptor and Steroid Receptor Coregulator 2 | AID 1469, 2008 | 280,000 tested, 0.065% active | TRbeta-SRC2 peptide binding, fluorescence polarization; receptor liganded with 1 µM T3 | Potency, µM (series often up to 106 µM), for inactives: at the top dose activity change, negative = inhibition, usual class: inhibitors | Thyroid hormone receptor beta (Homo sapiens), P10828;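 further: plate controls were bound peptide for no effect and peptide without receptor for full effect; nearly all actives have a fitted effect of over 50% in size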
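Read-out is fluorescence polarization (555 nm excitation, 632 nm emission) of a Texas Red SRC2 coactivator peptide; loss of signal reflects blocked binding to human TRb ligand-binding domain in the presence of 1 uM T3.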
TexasRed fluor: Total Fluorescence Counterscreen for Inhibitors of the Interaction of Thyroid Hormone Receptor and Steroid Receptor Coregulator 2. TRb/SRC2 Texas Red total fluorescence interference. Potency, µM (top dose mostly 106 µM), for inactives: top-dose fluorescence change, negative = quenching. 280,000 tested, 0.29% active. AID 1479, 2009; active means well fitted curve in either direction with a large enough effect; inconclusive means small, poorly fitted or top-dose-only effect; further: on the % scale 0 is the no-effect control and ±100 the full control effect
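Flags fluorescent or light-absorbing compounds by total fluorescence, S + 2P, at 555 nm excitation and 632 nm emission. Mixture: 20 nM Texas Red SRC2 peptide, 0.6 uM human TRb LBD, 1 uM T3, 5% DMSO; compound exposure 5 h at ambient temperature.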
LMNA splice mod: qHTS Assay for Modulators of Lamin A Splicing | HeLa LMNA splicing GFP/RFP minigene ratio, 48 h | Potency, µM (series often up to 46.1 µM), inactives show at the top dose ratio change, negative = inhibition, usual class: inhibitors | 200,000 tested, 0.01% active; active means well fitted inhibition curve with a large enough effect in the signal ratio, with a control signal flat, not every such curve was filed as active; inconclusive means small, poorly fitted or top-dose-only effect, or effect the other way, or a change in a side signal; the % refers to the signal ratio; further: on the % scale 0 is the no-effect control and ±100 the full control effect
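Read-out is the ratio of GFP to DsRed2 object intensity, acquired by 488 nm laser-scanning cytometry on HeLa lamin A-EGFP minigene reporter cells. Compound incubation 48 hrs at 37 °C in Opti-MEM with 2% FBS; DMSO 0.5% final.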
RECQ1 helicase: qHTS Assay for Inhibitors of RecQ-Like Dna Helicase 1 (RECQ1). ATP-dependent DNA helicase Q1 (Homo sapiens), P46063. RECQ1 DNA unwinding, red fluorescence kinetic read. Potency, µM (doses to about 57.3 µM), for the others: top-dose activity, negative = inhibition, actives largely listed as inhibitors. 240,000 tested, 0.54% active. AID 2549, 2010;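 further: plate controls were vehicle for no effect and no enzyme for full effect; nearly all actives have a fitted effect of over 30% in size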
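50 nM RECQ1T1 preincubated 15 min with compound in Tris pH 8.0 buffer with MgCl2, DTT, Tween-20 and 2.5 ug/ml poly(dI-dC); started with 200 nM TAMRA/BHQ-2 forked duplex and 2 mM ATP. Unwinding read as fluorescence (525/598 nm), two reads 2 h apart.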
* hit, by the source's call; i = inactive; ? = inconclusive; . = not tested or not shown; & = joins results of further samples; [ ] = dose if it differs, or a comment. Unless noted, the call rests on the fitted dose curve; in most records, active means well fitted curve in the direction sought with a large enough effect; inconclusive means small, poorly fitted or top-dose-only effect, or another doubt; inactive means no such curve, though single readings can be large; an effect the other way counts as inactive or inconclusive. Potency means the concentration at half of the fitted maximal effect. This is a subset, so the mix of outcomes need not match the whole.

SMILES | ALDH1A1 inh | JMJD2E inh | SMN2 splice enh | RGS12 GoLoco inh | TRb-SRC2 inh | TexasRed fluor | LMNA splice mod | RECQ1 helicase
CCC(Oc1ccccc1)C(=O)N1CCN(C(=O)C(CC)Oc2ccccc2)CC1 (configuration not stated) | 5% | -1% | 0% | -19% | -6% | 2% | 1% | -1%
CCn1c(SCC(=O)c2c(N)n(C)c(=O)n(C)c2=O)nc2sc(C)c(C)c2c1=O | 5% | 7% | 3% | 27% | 0% | 0% | 7% | i
O=C(NCCc1c[nH]c2ccccc12)C(=O)NCC(c1cccnc1)N1CCN(c2ccccc2)CC1 (configuration not stated) | 14% | ? | -90%[inhibitor] | 13% | 1% | 0% | ? | -1%
O=C(NCc1ccccc1)C1=C[C@H](C2CCCCC2)C[C@H](OCc2ccc(CO)cc2)O1 | ? | -12% | . | 6% | 6% | -2% | . | ?
CO/N=C/c1ccc(Sc2ccccc2)c([N+](=O)[O-])c1 | -9% | -5% | -7% | -2% | -3% | -2% | ? | -16%
CCOc1ccc(NC(=O)c2ccccc2NS(=O)(=O)c2ccc(F)cc2)c([N+](=O)[O-])c1 | 5% | -5% | -3%[1.84 µM] | 6% | 3% | -2% | ? | -7%
O=C(Cn1nc(-c2cccc([N+](=O)[O-])c2)c2ccccc2c1=O)NCC1CCCO1 (configuration not stated) | -6% | 11% | 7% | -1% | 1% | -3% | . | i
CCc1nnc(NC(=O)c2cccc(NC(=O)C(C)C)c2)s1 | -8% | ? | 16µM* | 10% | -6% | -2% | 6% | 4%
CCOc1ccccc1CNS(=O)(=O)c1ccc2c(c1)oc(=O)n2C | -8% | 4% | -2% | -6% | -1% | -3% | -7% | -4%
COCCCNC(=O)c1ccc([N+](=O)[O-])cc1 | 6% | 4% | 11% | 4% | 6% | -3% | 25%[46 µM] | -27%
O=C1NC(c2ccccn2)Nc2sc3c(c21)CCC3 (configuration not stated) | ? | ? | 17% | 2% | -5% | 1% | ? | 0%
CCCc1nc2sc3c(=O)n(N)cnc3c2c2c1COC(C)(C)C2 | -6% | 6% | -18% | 4% | -5% | 1% | -15% | -11%
O=C(COc1ccc(C(=S)N2CCOCC2)cc1)Nc1ccccc1C(F)(F)F | ? | -6% | . | 0% | -4%[53 µM] | 0%[53 µM] | . | 17%
CCCC(=O)Nc1ccc(-c2nc3cc(C)c(C)cc3o2)c(O)c1 | ? | ? | 35µM* | 18% | 6% | 0% | 3% | i
Cc1cc(=O)n2c3c(cccc13)CCC2 | ? | -19% | -7% | 1% | 0% | -6% | 3% | 5%
Nn1c(SCC(=O)N2CCOCC2)nnc1-c1ccco1 | 8% | -5% | . | . | 4% | 2% | 3% | -2%
O=C(CSc1nnc2ccc(-c3ccc(F)cc3)nn12)N1CCCC1 | 1% | ? | 0% | -4% | -13% | -1% | 9%[46 µM] | -1%
CS(=O)(=O)N1CCC(C(=O)Nc2ccc(Cl)c(Cl)c2)CC1 | 2% | -1% | . | 9% | -8% | 2% | . | 4%
CC(CC(=O)Nc1ccc(F)c([N+](=O)[O-])c1)c1ccccc1 (configuration not stated) | -4% | 5% | 0% | 3% | -2%[53 µM] | -1%[53 µM] | 2% | -4%
CN(C)c1ccc(/C=N/NC(=O)c2ccnn2C)cc1 | ? | 7% | . | 21% | -7% | 0% | . | 2%
COc1ccccc1N1CCN(CCn2c(=O)[nH]c3c([nH]c4ccccc43)c2=O)CC1 | -5%&7% | ? | 9%&1% | 11%&10%&-4% | 6%&4%&-4% | -4%&-3%&0% | . | -3%&-4%
COC(=O)c1c(NC(=O)c2ccco2)sc(C(=O)Nc2ccc(F)cc2)c1C | 4% | ? | ? | 0% | -5% | 5% | -7% | -4%
Cc1cc(NC(=O)CCCC(=O)Nc2ccc(F)cc2)no1 | 14% | 7% | 18% | -8% | -10% | -1% | -6% | 5%
O=C(CCC1CCCN(C(=O)C2=CCCCC2)C1)N1CCN(c2ccccn2)CC1 (configuration not stated) | ? | ? | . | 3% | -11% | -3% | . | i
O=C(O)c1ccc(N/N=C/c2ccc(-c3ccccc3Cl)o2)cc1 | . | ? | . | 6% | 0% | -5% | . | -14%

Some of these compounds in order of SMILES length, low to high:
SMILES | ALDH1A1 inh | JMJD2E inh | SMN2 splice enh | RGS12 GoLoco inh | TRb-SRC2 inh | TexasRed fluor | LMNA splice mod | RECQ1 helicase
Nn1c(SCC(=O)N2CCOCC2)nnc1-c1ccco1 | 8% | -5% | . | . | 4% | 2% | 3% | -2%
CN(C)c1ccc(/C=N/NC(=O)c2ccnn2C)cc1 | ? | 7% | . | 21% | -7% | 0% | . | 2%
CO/N=C/c1ccc(Sc2ccccc2)c([N+](=O)[O-])c1 | -9% | -5% | -7% | -2% | -3% | -2% | ? | -16%
CS(=O)(=O)N1CCC(C(=O)Nc2ccc(Cl)c(Cl)c2)CC1 | 2% | -1% | . | 9% | -8% | 2% | . | 4%
O=C(CCC1CCCN(C(=O)C2=CCCCC2)C1)N1CCN(c2ccccn2)CC1 (configuration not stated) | ? | ? | . | 3% | -11% | -3% | . | i
O=C(Cn1nc(-c2cccc([N+](=O)[O-])c2)c2ccccc2c1=O)NCC1CCCO1 (configuration not stated) | -6% | 11% | 7% | -1% | 1% | -3% | . | i

Next part
SMILES | ALDH1A1 inh | JMJD2E inh | SMN2 splice enh | RGS12 GoLoco inh | TRb-SRC2 inh | TexasRed fluor | LMNA splice mod | RECQ1 helicase
O=C(OCC(=O)N1CCN(C(=O)COC(=O)c2ccncc2)CC1)c1ccncc1 | 15% | ? | -11% | -2% | -8% | 4% | 0% | -12%
Cc1cc(C)n(-c2ccc(C(=O)OCC(=O)NCc3ccc(Cl)cc3)cc2)n1 | -5% | -2% | -4% | -23% | -8% | -1% | -3% | 0%
O=C(NC(=S)Nc1cccnc1Cl)c1ccco1 | ? | -7% | 15% | 0% | 8% | -1% | 17%[46 µM] | -1%
Cc1cc(C)c2c(n1)sc1c(=O)n(Cc3ccccc3Cl)nnc12 | ? | 6% | 18% | 8% | 1% | 1% | -1% | -1%
COc1ccc(-c2ccc(/C=N/NC(=O)c3cccnc3)o2)c([N+](=O)[O-])c1 | 5% | 5% | -4% | 33%[activator] | -2% | -2% | -11% | 4µM*
Cc1csc(SCC(=O)NCc2cccs2)n1 | 1% | 11% | -5% | 3% | 3% | 2% | 2% | 3%
Cc1noc(C)c1-c1nc(CSc2ccccc2)no1 | ? | 10% | . | -1% | 3% | 0% | 4%[46 µM] | -17%
Cc1ccc(NC(=O)CSc2nnc(-c3ccncc3)o2)cc1C | ? | 9% | . | -2% | 3% | -1% | . | i
Cc1ccc(NC(=O)COC(=O)C2CSC3(C)CCC(=O)N23)cc1S(=O)(=O)N1CCOCC1 (configuration not stated) | ? | -1% | 2% | 4% | -5% | -3% | -6%[46 µM] | 0%
CC(C)N(CC#CCC1(O)c2ccccc2-c2ccccc21)CCO | 20µM* | ? | -3% | 2% | -16% | 3% | -11% | -15%
COC(=O)c1ccc2c(=O)[nH]c(CN3c4ccccc4CC3C)nc2c1 (configuration not stated) | 11µM* | -8% | -2% | 11% | 6% | 0% | -1% | 9%
CCN1C(c2ccccc2)C(C)C(=O)C(C)C1c1ccccc1 (configuration not stated) | 7% | -5% | -51%[inhibitor] | -2% | -6% | -2% | 10% | -5%
COC(=O)c1cc(-c2ccccc2)n(CC(=O)O)c1C | 1% | ? | . | -11% | 15% | 1% | 1% | 5%
S=C1Nc2ccccc2Sc2ccc(Cl)cc21 | -8% | 3% | 10% | 8% | -1%[53 µM] | -1%[53 µM] | -12% | -2%
COc1ccc(OC)c(Nc2nc(N)nc(CCl)n2)c1 | . | -1% | . | 0% | 0% | 0% | . | -4%
Cn1cnnc1SC(C(=O)c1ccccc1)c1ccccc1 (configuration not stated) | ? | 4% | 1% | 6% | -2% | 0% | -15% | -9%
c1ccc(C(c2ccccc2)N2CCC3(CCNCC3)CC2)cc1 | 1% | . | -4% | 1% | . | . | . | -4%
CCOC(=O)c1c(NC(=O)C2C3CCC(O3)C2C(=O)O)sc(C)c1-c1ccc(F)cc1 (configuration not stated) | 1% | ? | -10% | 5% | . | . | -4% | -4%
Oc1c(C=NCc2ccc(F)cc2)[nH]c2ccc(Br)c(Cl)c12 | 4.5µM* | -3% | 5% | 14% | 4% | -8% | 4% | 12%
COc1ccc(C(=O)NC(=S)NNC(=O)CNC(=O)C2CCCCC2)cc1 | 22µM* | 7% | 7% | 7% | 1% | 0% | . | -15%
CN(C)c1ccc(NC(=O)COC(=O)c2cc(Cl)ccc2[N+](=O)[O-])cc1 | -13% | -12% | 10% | -13% | 3% | -2% | -10% | -13%
C/C(=N\NC(=O)Cn1nc(C)c([N+](=O)[O-])c1C)c1ccco1 | . | -3% | . | 7% | 1% | 0% | . | -10%
CCOC(=O)Cc1csc(SCC(=O)N2CCN(c3ccc(OC)cc3)CC2)n1 | -16% | 7% | 10% | 5% | -14% | 0% | 7% | 9%

Bioassay records as filed in PubChem.
